Bioassay records deposited in PubChem by National Center for Advancing Translational Sciences (NCATS).
PLK1 PBD inh: blocks phosphopeptide binding to human PLK1 polo-box domain | actives 2.8% (n = 360,000) | Plk1 PBD binding of FITC phosphopeptide, fluorescence polarization | AID 720504 | P53350 | Potency, µM, for inactives: max response, negative = inhibition, usual class: inhibitors; also: potency is read from the fitted curve at half-maximal effect; series mostly up to about 57 µM; % is scaled to controls: 0 for no effect and ±100 for the full control effect; nearly all actives have a fitted effect of over 65% in size
FUS suppressor: rescues growth of FUS-expressing yeast. S. cerevisiae FUS-expressing, growth rescue, OD600, 24 h. Potency, µM (series often up to 76.6 µM), for the others: top-dose growth rescue (activation), most hits filed as activators. actives 0.24% (n = 390,000);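 also: potency is read from the fitted curve at half-maximal effect; plate controls were DMSO vehicle for no effect and reference control for full effect; nearly all actives have a fitted effect of over 55% in size; some results filed as inactive show a strong effect at the top dose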
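Toxicity suppression screen in FUS-yeast. Cells induced with 2% galactose, starting OD 0.005, treated 24hr at 30C with compounds at multiple final concentrations; growth by OD600.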
EPAC1 ag: activates human EPAC1 exchange factor | EPAC1 agonist qHTS, biochemical assay; response scale: 100% = response to 6.5 mM cAMP | Potency, µM (titrated, usually from 154 µM), inactives show top-dose activation, usual class: activators | actives 0.073% (n = 360,000) | O95398; also: potency is read from the fitted curve at half-maximal effect; nearly all actives have a fitted effect of over 60% in size
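Fluorescent GDP-exchange assay: 100 nM EPAC1 with 250 nM Rap1B preloaded with BODIPY-GDP and 50 uM GDP; compounds tested as concentration series, 5 min at room temperature, then read every 5 min for 30 min (ex 480/em 540 nm); normalized to 6.5 mM cAMP.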
WRN helicase inh: WRN helicase (human) inhibition | WRN helicase unwinding, fluorescent forked duplex, kinetic | Potency, µM (doses to about 114 µM), inactives show at the highest dose activity change, negative = inhibition, most hits filed as inhibitors | actives 0.46% (n = 360,000) | AID 651768; also: potency is read from the fitted curve at half-maximal effect; % is scaled to controls: 0 for no effect and ±100 for the full control effect; nearly all actives have a fitted effect of over 55% in size
Target sequence (Q14191 whole entry, looked up): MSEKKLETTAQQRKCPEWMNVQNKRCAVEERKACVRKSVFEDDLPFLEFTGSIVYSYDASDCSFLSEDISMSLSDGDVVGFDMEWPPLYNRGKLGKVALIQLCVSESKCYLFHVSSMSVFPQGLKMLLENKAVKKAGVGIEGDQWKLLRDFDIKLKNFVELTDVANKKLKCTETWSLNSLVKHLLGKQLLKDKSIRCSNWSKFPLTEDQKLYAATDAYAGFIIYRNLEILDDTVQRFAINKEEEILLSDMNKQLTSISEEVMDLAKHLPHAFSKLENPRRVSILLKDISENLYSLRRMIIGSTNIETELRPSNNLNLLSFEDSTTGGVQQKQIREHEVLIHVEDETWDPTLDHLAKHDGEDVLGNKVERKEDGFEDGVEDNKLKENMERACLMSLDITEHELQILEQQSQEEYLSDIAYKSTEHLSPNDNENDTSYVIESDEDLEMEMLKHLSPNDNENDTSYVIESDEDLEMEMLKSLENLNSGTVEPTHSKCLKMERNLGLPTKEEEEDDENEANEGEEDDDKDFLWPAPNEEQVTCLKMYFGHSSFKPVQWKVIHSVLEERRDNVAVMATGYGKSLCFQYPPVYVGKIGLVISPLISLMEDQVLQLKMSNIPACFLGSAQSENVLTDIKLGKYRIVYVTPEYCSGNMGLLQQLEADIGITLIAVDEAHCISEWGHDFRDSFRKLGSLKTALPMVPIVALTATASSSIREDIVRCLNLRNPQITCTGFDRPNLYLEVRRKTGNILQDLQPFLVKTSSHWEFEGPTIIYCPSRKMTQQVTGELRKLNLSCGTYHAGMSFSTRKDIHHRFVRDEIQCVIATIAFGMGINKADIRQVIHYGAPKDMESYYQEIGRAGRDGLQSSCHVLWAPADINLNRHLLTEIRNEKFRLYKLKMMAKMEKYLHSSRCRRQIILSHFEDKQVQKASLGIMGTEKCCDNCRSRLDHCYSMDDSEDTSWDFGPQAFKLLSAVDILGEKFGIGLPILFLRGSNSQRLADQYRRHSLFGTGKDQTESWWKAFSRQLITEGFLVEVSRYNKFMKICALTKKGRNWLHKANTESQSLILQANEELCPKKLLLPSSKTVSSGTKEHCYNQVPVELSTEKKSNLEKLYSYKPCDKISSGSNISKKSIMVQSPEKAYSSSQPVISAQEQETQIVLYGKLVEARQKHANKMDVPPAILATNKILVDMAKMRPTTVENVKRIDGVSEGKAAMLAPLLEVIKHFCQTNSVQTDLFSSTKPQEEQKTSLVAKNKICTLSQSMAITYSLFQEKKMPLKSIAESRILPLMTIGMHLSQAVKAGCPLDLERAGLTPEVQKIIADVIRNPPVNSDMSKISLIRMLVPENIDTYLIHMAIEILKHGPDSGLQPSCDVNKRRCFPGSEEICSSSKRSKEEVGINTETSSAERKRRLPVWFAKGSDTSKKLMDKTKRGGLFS
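Kinetic red-fluorescence monitoring (525/598 nm) tracks WRN helicase activity after 100 nM fluorophore-quencher forked duplex and 2 mM ATP are added to 20 nM enzyme pretreated 15 min at room temperature with compound.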
IL-2 act: activates IL-2 in a cell-based reporter assay | IL-2 activation reporter assay, cell-based qHTS; stimulated with anti-CD3/CD4/CD28 beads; in transgenic mouse T cells | activation, % (series mostly up to about 46 µM) | actives 0.065% (n = 360,000) | AID 652025; in the data active = activation above about 50%; inconclusive = mostly about 30% to 49%; also: 0% is about no effect
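EGFP and DsRed fluorescence is measured by plate cytometry in unstimulated transgenic mouse T cells exposed to compound for 60 minutes, then stimulated 18 hours at 37 degrees C with anti-CD3/anti-CD4 beads plus anti-CD28.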
aSyn rescue: alpha-synuclein toxicity inhibition in yeast | AID 652106 | Yeast expressing alpha-synuclein, growth rescue, BacTiter-Glo, 24 h | actives 0.14% (n = 370,000) | Potency, µM (top dose mostly 46.1 µM), without a hit: at the top dose growth rescue (activation), most hits filed as activators; also: potency is read from the fitted curve at half-maximal effect; % of control where 0% means no effect; nearly all actives have a fitted effect of over 65% in size
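Galactose-induced alpha-syn yeast (OD600=0.02, raffinose-pregrown) + pinned cpd, 24 hr, 30 deg C; growth by BacTiter-Glo luminescence. Growth restoration scores as activation.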
PI5P4K alpha inh: PI5P4K alpha (human) kinase inhibition. P48426. PI5P4Kalpha enzyme, ADP-Glo luminescence, 60 min; active compounds read low. max response, %. actives 1.2% (n = 330,000). AID 652105; active = max response of -50% or lower; inconclusive = between -30% and -50%; inactive = -30% or higher; also: value at the top dose of about 77 µM; % is scaled to controls: 0 for no effect and ±100 for the full control effect
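ADP-Glo luminescence end-point after a 60 min room-temperature kinase reaction. PI5P4Kalpha and substrate in HEPES pH 7.4 buffer with EGTA, 0.1% CHAPS and 5% DMSO; ATP at 5 microM final.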
Abeta rescue: compounds reversing amyloid beta toxicity in yeast; yeast expressing A-beta42, growth rescue, OD600, 48 h; response scale: 0% DMSO, 100% iron-clioquinol control; Potency, µM (series often up to 46.1 µM), without a hit: top-dose growth rescue, actives largely listed as activators; actives 0.063% (n = 410,000); also: potency is read from the fitted curve at half-maximal effect; nearly all actives have a fitted effect of over 55% in size
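Yeast growth medium received pinned compounds, then yeast cells expressing toxic A-beta were added; plates incubated at 30 C for 48 hr. Growth read as absorbance at 600 nm, normalized to DMSO and equimolar FeCl3 plus clioquinol controls.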
EPAC1 antag: EPAC1 (human) antagonism; O95398; EPAC1 GEF assay, Rap1b-BODIPY-GDP exchange fluorescence; Potency, µM (titrated, usually from 115 µM), inactives show at the highest dose activity change, negative = inhibition, actives largely listed as inhibitors; actives 0.14% (n = 360,000); AID 720709;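 also: potency is read from the fitted curve at half-maximal effect; plate controls were vehicle for no effect and positive control for full effect; nearly all actives have a fitted effect of over 50% in size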
An asterisk follows results filed as active; ? = inconclusive; . = no result given; & = joins results of further samples; [ ] = dose if it differs, or a comment. Unless noted, calls follow the shape of the dose curve; as a rule, active = well fitted curve in the direction sought with a large enough effect; inconclusive = small, poorly fitted or top-dose-only effect, or another doubt; inactive = no such curve, though single readings can be large; an effect the other way counts as inactive or inconclusive.

No.	canonical_smiles	PLK1 PBD inh	FUS suppressor	EPAC1 ag	WRN helicase inh	IL-2 act
1	Oc1ccc(NCc2ccc(OCc3ccccc3)cc2)cc1	-9%	?	9%	-5%[11.6 µM]	-0.6
2	Cc1cccc(NC(=O)c2ccc(S(=O)(=O)N3CCN(C)CC3)cc2)c1C	-3%	4%	-9%	6%	1.4
3	Cc1nc(NC(=O)CSc2nnc(-c3ccc4c(c3)OCO4)o2)c(Cl)cc1Cl	-2%	10%	-7%	-7%	-1.9
4	CCc1nnc(NC(=O)c2cccc(S(=O)(=O)N3CC(c4ccccc4)CC3=O)c2)s1 (stereo unspecified)	-16%	-11%	-3%	-4%	-0.3
5	COc1ccc(-c2nc(C)ncc2-c2ccc(Cl)cc2)c(O)c1	-9%	-17%	15%	-5%	-2.3
6	COc1ccc(NC2CC(=O)N(C)C2=O)cc1 (stereo unspecified)	-11%	13%	2%	6%	-3.6
7	CCn1cc(Br)c(C(=O)NN)n1	-1%	36%	0%	-1%	-1.1
8	CC(Oc1ccccc1)C(=O)N1CCN=C1SCc1ccc(F)cc1 (stereo unspecified)	-1%	-21%	12%	-7%	-0.1
9	CCN=C1NN=C(c2cc(C)n(Cc3ccco3)c2C)CS1	-10%	.	-19%	-25%	0.2
10	Cc1ccc(N(C(=O)Cn2nnc(-c3ccccc3)n2)C(C(=O)NC2CCCCC2)c2ccccn2)cc1C (stereo unspecified)	-6%	.	-3%	-9%	-0.1
11	CCSc1nnc2c(n1)[nH]c1c(C)cccc12	-3%	-1%	0%	-17%	-2.1
12	O=C(Nc1ncccn1)c1cc([N+](=O)[O-])cc([N+](=O)[O-])c1	-3%	.	0%	4%	0.5

No.	aSyn rescue	PI5P4K alpha inh	Abeta rescue	EPAC1 antag
1	-26%	-21	26%&-44%	?
2	9%	-2	-12%	-8%
3	-12%	-21	2%	-6%
4	?	0	-2%	-14%
5	-4%	4	-31%	-9%
6	-2%	0	3%	2%
7	-1%	2	10%	-13%
8	3%	1	14%	-2%
9	-4%	5	0%	3%
10	9%	1	13%	-1%
11	-20%	.	-14%	-1%
12	4%	-7	9%	-17%

No.	canonical_smiles	PLK1 PBD inh	FUS suppressor	EPAC1 ag	WRN helicase inh	IL-2 act
13	CS(=O)c1ccccc1COC(=O)Nc1ccccc1 (stereo unspecified)	-12%	2%	-4%	-4%	-0.8
14	CCOC(=O)C1=C(C)N(CCCC(=O)O)C(=O)NC1c1ccc(OC)cc1 (stereo unspecified)	-13%	-10%	3%	-4%	-3.7
15	COc1ccc(CCNc2oc(-c3ccco3)nc2C#N)cc1	1%	7%	9%	-6%[57.1 µM]	-2.1
16	CC(C(=O)Nc1ccon1)N1C(=O)c2ccccc2S1(=O)=O (stereo unspecified)	-8%	-3%	13%	-8%	0.4
17	Cc1cccc(N2C(=O)Cc3ccccc3C2=O)c1	-28%	56%	8%	5%[57.1 µM]	1.2
18	C=C1CC[C@H](O)C/C1=C/C=C1\CCC[C@]2(C)[C@@H]([C@H](C)/C=C/[C@H](C)C(C)C)CC[C@@H]12	-22%	-17%	-38%[inhibitor]	-10%	1.1
19	O=C(CN1CCC(n2nnc3cc(F)ccc32)CC1)N1CCCc2ccccc21	0%	7%	6%	2%	0.3
20	COc1ccccc1NC(=O)CSc1nnc(NC(=O)C2CCC2)s1	?	9%	0%	-5%	-4.7
21	Cc1ccc(-c2nnn(CC(=O)N(c3ccccc3)C(C(=O)NC3CCCC3)c3ccncc3)n2)o1 (stereo unspecified)	-1%	2%	6%	-4%	0.2
22	O=C(COC(=O)/C=C/c1cccc(Cl)c1)Nc1ccc(N2CCOCC2)cc1	1%	-21%	-6%	3%	0.1
23	COc1ccc(NC(=O)C2CCCCN2S(=O)(=O)c2ccccc2)cc1S(=O)(=O)N1CCOCC1 (stereo unspecified)	-2%	24%	11%	-1%	-0.6
24	CCOc1ccc(NC(=S)N2CCC(N(C)CC3CCCO3)CC2)cc1 (stereo unspecified)	-4%	.	-3%	-25%	-0.1

No.	aSyn rescue	PI5P4K alpha inh	Abeta rescue	EPAC1 antag
13	1%	0	-3%	-7%
14	5%	-71*	-8%	-9%
15	-18%	.	-22%	2%
16	-7%	1	6%	4%
17	-10%	2	-20%	-11%
18	7%	-8	-16%	-20%
19	-13%	0	14%	-8%
20	-2%	-6	-20%	-19%
21	3%	1	-12%	-3%
22	7%	-5	3%	-2%
23	-4%	-1	6%	-20%
24	2%	-3	-9%	5%

No.	canonical_smiles	PLK1 PBD inh	FUS suppressor	EPAC1 ag	WRN helicase inh	IL-2 act
25	Cc1cc(C(=O)Nc2ccc(C(=O)O)cc2)c(-c2ccccc2)o1	-11%	-15%	-3%	-33%	-2.4
26	O=C(O)CC12CC3CC(C1)CC(n1ncc(NCc4ccc(F)cc4Cl)c(Cl)c1=O)(C3)C2	-12%	23%	8%	2%	0.1
27	Cc1ccc(-c2nc(C(=O)NCCCN3CCOCC3)cc3c2[nH]c2ccccc23)cc1	-5%	26%	1%	18%	-0.2
28	O=C(O)c1cc(NN=C2c3ccccc3-c3ccccc32)ccc1Cl	?	10%	-18%	?	1.5
29	CCOc1ccccc1NC(=O)COC(=O)C1COc2ccccc2O1 (stereo unspecified)	-5%	-35%	4%	2%	0.0
30	O=S(=O)(c1ccc(OCC(O)CN2CCN(c3ccccc3)CC2)cc1)N1CCOCC1 (stereo unspecified)	-17%	-13%	16%	-6%	-2.3
31	CC(=O)Nc1ccc(S(=O)(=O)NCCC(=O)OCC(=O)c2ccc(F)c(F)c2)cc1	-9%	16%	-2%	-29%	-3.0
32	CC1(C)CC(=O)C=C(c2cccc(OC(=O)c3ccc(Br)cc3)c2)C1=O	-4%	15%	-2%	-3%	-2.2
33	Cc1ccc(S(=O)(=O)CCN2CCC(O)(c3ccccc3)CC2)cc1	6%	-24%	-3%	8%	-0.7
34	C[C@@H](C(=O)CC(=O)OC(C)(C)C)[C@@H](O)c1c(F)cccc1Cl	?	-10%	-8%	5%	-3.0
35	COc1ccc(C(=O)Nc2ccc(NC(=O)C(C)C)nc2)cc1	-9%	15%	-3%	-4%	0.1
36	O=C(NCc1ccc(C(F)(F)F)cc1)c1ccc(-c2cccnc2)c2ccoc12	-11%	?	-8%	-9%	0.6

No.	aSyn rescue	PI5P4K alpha inh	Abeta rescue	EPAC1 antag
25	11%	-6	5%[9.22 µM]	-27%
26	-5%	1	24%	-6%
27	-2%	5	-6%	-18%
28	-72%[inhibitor]	1	-83%[inhibitor]	-29%
29	-9%	-14	3%	-5%
30	-6%	.	-14%	7%
31	-10%	-1	-2%	-25%
32	?	5	6%	4%
33	5%	-8	9%	-10%
34	2%	0	12%	-4%
35	0%	-9	-13%	-26%
36	-5%	4	9%	-21%

Four compounds already listed, arranged by the number in PLK1 PBD inh, lowest first:
item | canonical_smiles | PLK1 PBD inh
13 | CS(=O)c1ccccc1COC(=O)Nc1ccccc1 (stereo unspecified) | -12%
6 | COc1ccc(NC2CC(=O)N(C)C2=O)cc1 (stereo unspecified) | -11%
10 | Cc1ccc(N(C(=O)Cn2nnc(-c3ccccc3)n2)C(C(=O)NC2CCCCC2)c2ccccn2)cc1C (stereo unspecified) | -6%
23 | COc1ccc(NC(=O)C2CCCCN2S(=O)(=O)c2ccccc2)cc1S(=O)(=O)N1CCOCC1 (stereo unspecified) | -2%

Shown as a hit in PI5P4K alpha inh (from the list above):
no.	SMILES	PLK1 PBD inh	WRN helicase inh	IL-2 act	PI5P4K alpha inh	EPAC1 antag
14	CCOC(=O)C1=C(C)N(CCCC(=O)O)C(=O)NC1c1ccc(OC)cc1 (stereo unspecified)	-13%	-4%	-3.7	-71*	-9%

Following part
No.	canonical_smiles	PLK1 PBD inh	FUS suppressor	EPAC1 ag	WRN helicase inh	IL-2 act
37	Cc1c(/C=N/NC(=O)C2(O)c3ccccc3-c3ccccc32)cnn1C	-7%	.	-6%	1%	0.2
38	Cc1ccc(NC(=O)CSCC#N)cc1Cl	-26%	9%	-11%	-21%	-4.8
39	COc1cccc(C(=O)NCCS(=O)(=O)N2CCN(C(=O)c3ccco3)CC2)c1	-13%	8%	-2%	-27%	0.6
40	O=C(NCCc1ccccc1)C1CCN(C2CCN(Cc3ccc(CO)o3)CC2)CC1	1%	15%	7%	-1%	0.4
41	O=C1C2C3C=CC(C3)C2C(=O)N1/N=C/c1cc(Br)cc([N+](=O)[O-])c1O (stereo unspecified)	-10%	13%	-3%	-15%	11
42	COc1cccc(C(=O)Nc2cccnc2)c1OC	4%	-2%	-1%	-1%[57.1 µM]	-2.9
43	O=C1Nc2cc(C(=O)N3CCOCC3)ccc2S/C1=C/c1ccccc1F	-2%	-5%	-12%	-2%	-0.8
44	CCOc1ccc(-c2nn(-c3ccccc3)cc2/C=C(\C#N)S(=O)(=O)c2ccccc2)cc1C	0%	-7%	0%	-8%	0.4
45	CCOc1ccc(CCNC(=O)CSCC(=O)Nc2cccc(C)c2)cc1OCC	-9%	29%	5%	-9%	0.1
46	CC(=O)c1ccc(N=C2SCCCN2C(=O)C2CCCCC2)cc1	-2%	15%	17%	-5%	-0.1
47	O=c1cc[nH]c2cccc(Cc3ccccc3)c12	-11%	27%	14%	-3%	-1.7
48	Cc1cccc(CNC(=O)c2sc(=O)n(Cc3c(C)cccc3C)c2C)c1	-10%	?	-13%	-8%[57.1 µM]	-0.5

No.	aSyn rescue	PI5P4K alpha inh	Abeta rescue	EPAC1 antag
37	-18%	-6	-9%	1%
38	-3%	1	-12%	?
39	-2%	4	-12%	-3%
40	-4%	2	-5%	-19%
41	-70%[inhibitor]	?	-94%[inhibitor]	-10%
42	7%	0	-1%	2%
43	0%	-29	-2%	-5%
44	0%	6	0%	0%
45	-1%	5	8%	-3%
46	9%	0	21%	3%
47	?	1	-7%	-5%
48	1%	4	-1%	-13%
